High-throughput results: PubChem, Broad Institute
Casp6 inh – human caspase-6 inhibitors, primary screen, biochemical, VEID-R110 fluorescence, single point, set 2; P55212; purified caspase-6, Z-VEID-R110 cleavage fluorescence; inhibition, % at 12.5 µM; actives 0.53% (n = 350,000); AID 686996, 2013;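 active means mean inhibition across replicates at least about 35%, with every replicate also reaching that limit, limit read from the data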;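 further: 0% = median of neutral control wells and 100% = no fluorescence left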
Target sequence (P55212 24-179 limits assumed): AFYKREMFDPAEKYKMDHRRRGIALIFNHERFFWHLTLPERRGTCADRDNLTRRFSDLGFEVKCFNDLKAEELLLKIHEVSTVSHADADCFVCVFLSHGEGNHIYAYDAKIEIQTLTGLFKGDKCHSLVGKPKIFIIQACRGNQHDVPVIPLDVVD
Target sequence (P55212 194-293 limits assumed): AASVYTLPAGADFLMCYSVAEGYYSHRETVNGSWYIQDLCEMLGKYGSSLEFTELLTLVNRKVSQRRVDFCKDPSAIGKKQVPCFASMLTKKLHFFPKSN
LGR2 inh – inhibitors of bursicon-induced LGR2 CRE-luciferase signal, primary screen, cell-based, HEK293, CRE-luciferase reporter, bursicon stimulation. AID 720647, 2013. actives 0.35% (n = 380,000). bursicon-stimulated, 4 h. inhibition, % at 9.99 µM;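 active means drop in luminescence signal, shown as inhibition above about 50% in the replicate tests, limit read from the data, passing the limit was not always enough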;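 further: agonist challenge used bursicon conditioned medium at about half maximal strength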
SIRT5 block – SIRT5 desuccinylase inhibitors, primary screen, biochemical, fluorescence imaging, single point, set 5; NAD-dependent protein deacylase sirtuin-5, mitochondrial (Homo sapiens), Q9NXA8; Purified SirT5, succinyl-peptide AMC, trypsin-coupled fluorescence; inhibition, % at 15 µM; actives 1.1% (n = 330,000); AID 652115, 2013; in the data active means inhibition above about 15%
Target sequence (Q9NXA8 whole entry, looked up): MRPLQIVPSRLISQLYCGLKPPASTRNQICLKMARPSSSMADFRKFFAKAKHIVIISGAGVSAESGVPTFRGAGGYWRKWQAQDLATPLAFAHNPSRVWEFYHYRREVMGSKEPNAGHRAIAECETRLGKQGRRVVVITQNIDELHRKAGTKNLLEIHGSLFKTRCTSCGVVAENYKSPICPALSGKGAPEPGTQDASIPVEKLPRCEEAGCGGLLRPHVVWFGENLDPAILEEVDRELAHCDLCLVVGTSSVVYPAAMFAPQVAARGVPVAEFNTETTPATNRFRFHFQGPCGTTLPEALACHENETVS
Statin myotox sup – suppressors of statin myotoxicity in C2C12 myotubes, primary screen, cell-based, single point, plate reader. C2C12 myotubes + simvastatin, ATP luminescence, 48 h; scaled: DMSO 0, geranylgeraniol control 100. rescue of ATP level, % at 7.49 µM. actives 0.78% (n = 330,000). AID 602340, 2012;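 active means mean ATP rescue above about 67%, or every replicate alone reaching that limit, limit read from the data, passing the limit was not always enough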;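 further: myotubes were challenged with 10 µM simvastatin during compound exposure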
S100A4 inh HTS – inhibitors of S100A4-myosin IIA peptide binding, primary screen, biochemical, fluorescence polarization, TAMRA-MyoIIA peptide. inhibition, % at 10.7 µM. actives 0.14% (n = 360,000). Protein S100-A4 (Homo sapiens), P26447;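 active means mean inhibition of at least 70% across replicates, with every replicate also reaching that level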
Target sequence (P26447 whole entry, looked up): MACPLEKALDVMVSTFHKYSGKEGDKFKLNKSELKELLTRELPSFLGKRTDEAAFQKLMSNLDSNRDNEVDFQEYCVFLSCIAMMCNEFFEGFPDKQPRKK
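Material: human S100A4 monomer with TAMRA-labelled myosin IIA peptide; buffer or medium: HEPES pH 7.2 with CaCl2, KCl, NaCl, DTT, Triton; compound dosing: one concentration per compound; schedule: 5 min incubation before reading; benchmarks: neutral control DMSO, positive control TFP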
esBAF inh – Bmi1 luciferase reporter increase in mESCs, primary screen, esBAF inhibitor project, mouse ES cells, Bmi1 luciferase knock-in, single point; reporter increase, % at 12.5 µM; actives 2% (n = 350,000); AID 602393, 2012; 24 h; 100% = twice the neutral-well signal; in the data active means activation above about 40%;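 further: 0% = median of the plate's neutral control wells and 100% = double that signal; a rise in the Bmi1 reporter signal indicates esBAF inhibition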
FN deposition inh – inhibitors of fibronectin matrix deposition, primary screen, AH1F cells, Alexa488-fibronectin fluorescence, plate reader; AH1F fibroblasts, overnight; inhibition, % at 12.6 µM; actives 0.086% (n = 350,000); AID 743247, 2014;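 active means mean inhibition across replicates of 30% or more, regardless of how many single replicates reach that level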;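 further: positive control wells lacked labelled fibronectin entirely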
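Test system: AH1F fibroblast monolayer depositing Alexa488-labelled fibronectin into matrix. Input: 10000 cells per well. Technique: fluorescence, ex 485 nm, em 525 nm. Buffer or medium: DMEM plus 2% serum, read in PBS. Timing: 1 h cell adhesion before compound, then overnight fibronectin incubation. Compound: single dose, pinned. Read-out basis: inhibition from reduced deposited-fibronectin fluorescence.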
Active calls of the source: *; / = not tested or not shown. These rows are one share of the data; count on the stated rates, not on these rows.

SMILES	Casp6 inh	LGR2 inh	SIRT5 block	Statin myotox sup	S100A4 inh HTS	esBAF inh	FN deposition inh
CN1CCN2c3ccc(N)cc3CC3(C(=O)NC(=O)NC3=O)C2C1 (stereo not given)	27	-7	-2	/	35	/	-2
O=C1Nc2ccccc2Sc2ccccc21	0	16	-1	/	-4	/	/
CC(C)C[C@H](NC(=O)[C@@H]1CCCN1C(=O)[C@@H](N)Cc1ccc(O)cc1)C(=O)NCC(N)=O	1	3	2	-1	-25	5	-9
OCC(Cl)CCl (stereo not given)	1	-2	/	-1	-2	-2	/
CN1C(=O)C(=Cc2cn(CC#N)c3ccccc23)C(=O)N(C)C1=O	2	19	5	17	0	-4	1
C/C=C/c1ccc([C@H]2[C@H](CO)N3CCCCN(C(=O)Cc4ccncc4)C[C@@H]23)cc1	-2	-7	1	-3	-7	-2	/
CCOc1ccccc1N=C1SCCCN1C	/	-6	/	10	/	-8	-2
O=C(CCNC(=O)N1C[C@H]2C[C@@H](C1)c1cccc(=O)n1C2)Nc1cccc(Cl)c1	2	/	/	-2	/	-5	/
COc1ccc2nc(NC3=NCCN3)sc2c1	2	-4	1	/	-1	/	-1
OCC#CC[N+]1(CC#Cc2ccccc2)CCOCC1	-6	15	-1	/	1	/	0
CN1C2CCC1CC(OC(=O)c1ccc([N+](=O)[O-])cc1)C2 (stereo not given)	-3	-13	/	/	-1	/	2
CCCC[N+]12CCC(CC1)C(=C(c1ccccc1)c1ccccc1)C2	-6	/	1	/	-1	/	6
CC(=O)c1cn(Cc2ccccc2C#N)c2ccccc12	-2	5	-4	/	6	/	-16
O=C(Nc1ccc(C(=O)O)cc1)Oc1ccc(N(CCCl)CCCl)cc1	15	1	-1	/	2	/	-9
CCOC(=O)CNC(=O)N1Cc2cc(-c3cccc(F)c3)ccc2-n2nncc2C1	5	1	1	-14	-4	3	-4
Cc1ccc2c(c1)C1CN(C)CCC1N2C(=O)Cc1cccs1 (stereo not given)	-17	0	-3	15	-4	4	/
N=C1c2ccccc2CN1c1ccc(F)c([N+](=O)[O-])c1	0	-14	4	/	3	/	12
O=C(O)c1[nH]c(=O)[nH]c(=O)c1F	0	2	-3	4	0	-3	8
CN(C(=O)Cc1ccc2c(c1)OCO2)C1CCCN(Cc2ccccc2F)C1 (stereo not given)	-3	9	6	-3	-2	-12	-2
O=NN(CCF)C(=O)NC1CCC(=O)NC1=O (stereo not given)	23	-19	/	/	-2	/	3
COC(=O)C1=C(c2ccccc2OCc2ccccc2)C[C@@H]2CC[C@H]1N2C(=O)NCc1ccc(F)cc1	-1	28	-4	-32	1	-3	-5
C=C[C@@]12CN(C)[C@H]3[C@H]1[C@@]1(C(=O)Nc4ccccc41)C1CC2[C@@H]3CO1	3	29	5	0	12	5	7
CC12CN3CC(C)(CN(C1)C3c1cccs1)C2=O (stereo not given)	-2	/	1	/	0	1	7
N#C/C(=C\c1ccc(O)cc1)C(=O)O (tested in a mixture with another compound)	10	-19	2	7	5	-1	/
CCNC(=S)N(C)CCc1cc2c(c(OC)c1C=C1C(=O)N(C)C(=O)N(C)C1=O)OCO2	0	/	3	/	-4	6	1
O=C(c1cc(F)ccc1F)C1CCCN(Cc2cccc(Cl)c2)C1 (stereo not given)	4	16	-1	/	-1	/	9
COC(=O)C1C(c2ccc(I)cc2)CC2CCC1N2C (stereo not given)	-4	-2	/	/	0	/	/
COc1ccc(-n2nnnc2C(c2cccc3ccccc23)N2CCC(n3c(=O)[nH]c4ccccc43)CC2)cc1 (stereo not given)	-1	19	0	-34	2	-3	4
CCOC(=O)c1c(C)[nH]c(C(=O)C(Cc2ccccc2)N(C)C)c1C (stereo not given)	/	-45	/	2	/	15	5
Cc1cc(=O)oc2cc(OCC(=O)N3CCN(Cc4ccc5c(c4)OCO5)CC3)ccc12	-1	-9	-15	21	6	-1	22
COc1ccccc1OCC(=O)Nc1ccc(Cl)cc1C(=O)c1ccccc1	/	4	/	-22	/	-6	9
COc1ccc(CCNCc2ccccn2)cc1OC	/	2	/	-27	/	0	2
CC(C)(C)C(=O)Cn1c(NCCCl)nc2ccccc21	-2	2	6	-4	4	-7	0
COc1ccccc1CN1CCCCC1c1cccnc1 (stereo not given)	/	2	/	-19	0	-5	-15
COC(=O)C1=C(c2ccc(OC(F)(F)F)cc2)C[C@@H]2CC[C@H]1N2C(=O)NCCO	0	-3	/	-12	-1	-11	0
O=P1(NC2CCCC2)COc2ccccc2OC1	/	/	/	3	/	-14	-2
COc1ccc(C2=NS(=O)(=O)N(C)C(C(=O)N3CCC4(CC3)OCCO4)=C2)cc1OC	3	-9	3	5	4	-6	6
CC(C)CN1Cc2cc(-c3cccc(F)c3)ccc2-n2nncc2C1	-1	-13	-1	1	0	-2	-3
CCOCCCN=Cc1c(O)n(Cc2ccccc2)c(=O)[nH]c1=O	/	-5	/	24	/	0	/
COC(=O)C1=C(c2cc3ccccc3s2)C[C@@H]2CC[C@H]1N2C(=O)N1CCC(O)CC1	1	-2	/	-31	-3	-50	0
C=CC12CN(C)[C@@H]3C4CO[C@H](C[C@H]41)[C@]1(C(=O)Nc4ccccc41)[C@@H]32 (stereo not given in full)	3	2	0	-2	-3	9	/
CCCCc1nc2ccccc2c(=O)n1-c1ccc(O)cc1	/	/	/	8	/	-5	-1
O=c1[nH]c(O)c(N=Nc2ccc(SC(F)F)cc2)c(=O)[nH]1	1	-25	-6	/	-3	/	15
COc1ccc(CNCC(=O)N2CCC3(CC2)OCCO3)cc1	-1	14	1	/	3	/	/
CCOc1cc(C2NCc3ccccc3-n3cccc32)ccc1OC (stereo not given)	-5	7	-3	-2	-7	2	6
COc1ccc(CCn2c(O)c(C=NC3CC3)c(=O)[nH]c2=O)cc1OC	/	/	/	2	/	-6	-2
CC12CCC(=O)CC1CCC1C2C(=O)CC2(C)C1CCC2(C)O (stereo not given)	2	11	/	14	-4	-2	4
Cc1ccccc1-n1c(O)c(C=Nc2ccc3c(c2)OCO3)c(=O)[nH]c1=O	/	-3	/	-18	/	-1	4
C=CCn1c(=O)c(C=Nc2cccnc2Cl)c(O)n(CCCC)c1=O	8	-5	0	/	-18	/	-19
Cc1cc(C)cc(OCCOc2cccc(C=C3C(=O)NC(=O)NC3=O)c2)c1	9	-23	0	10	-4	15	5

Compound profiles, from the list above. Values in the order: Casp6 inh, LGR2 inh, SIRT5 block, Statin myotox sup, S100A4 inh HTS, esBAF inh, FN deposition inh
Record of COc1ccc(CNCC(=O)N2CCC3(CC2)OCCO3)cc1 → -1, 14, 1, /, 3, /, /
Record of Cc1ccccc1-n1c(O)c(C=Nc2ccc3c(c2)OCO3)c(=O)[nH]c1=O → /, -3, /, -18, /, -1, 4

Following part:
SMILES	Casp6 inh	LGR2 inh	SIRT5 block	Statin myotox sup	S100A4 inh HTS	esBAF inh	FN deposition inh
NC(=O)c1ccc(C(=O)Nc2ccc([As](=O)(O)O)cc2)cc1	2	0	-3	/	-8	/	2
CCOc1ccc(CNCCc2ccc3c(c2)OCO3)cc1	-5	13	-2	6	0	-4	1
COc1ccc(C(=O)C2CCCN(Cc3cccc(C)n3)C2)c(OC)c1 (stereo not given)	-5	6	-2	-18	3	3	0
COC(=O)CSC1=NN1c1cc(C)nc(N)n1	-2	-4	/	4	-5	3	3
CCOC(=O)CC1c2ccccc2-n2nncc2CN1C (stereo not given)	1	-4	-1	1	-2	6	0
COC(=O)[C@H]1[C@H](CO)[C@H]2Cn3c(ccc(/C=C/c4ccccc4)c3=O)[C@@H]1N2C(=O)C1CC1	3	-8	-114	6	0	1	/
O=C(c1ccc(N2CCCCCC2)c([N+](=O)[O-])c1)N1CCC2(CC1)OCCO2	-2	14	0	-8	1	-10	0
Cc1cc(N2CCNC[C@H]2C)ccc1N1CC[C@H](O)C1	-58	3	1	/	-8	/	-13
CCC(=NCc1cc(OC)cc(OC)c1)c1c(O)n(C)c(=O)n(C)c1=O	/	30	/	-47	/	2	1
CC(C)(C)C(=O)N1Cc2cc(-c3ccccc3)ccc2-n2nncc2C1	-2	-15	3	4	2	-3	10
C[C@]12CCC3[C@@H](CCC4=CC(=O)CC[C@@]43C=O)C1CCC2=O (stereo not given in full)	-1	-4	13	-4	-3	-5	-2
O=P(/C(=N/O)N1CCOCC1)(N1CCOCC1)N1CCOCC1	/	-7	/	11	/	-2	/
CCOCCCn1c(N)c(C(=O)Nc2sc3c(c2C(=O)OC)CCCC3)c2nc3ccccc3nc21	/	/	/	-2	/	9	-4
CCOC(=O)c1cc(C)sc1/N=C/C1C(=O)NC(=S)NC1=O	20	/	3	4	-40	-4	-1
COC12C(COC(N)=O)C3=C(C(=O)C(C)=C(N)C3=O)N1CC1C2N1C (stereo not given)	7	1	/	10	2	-19	/
Clc1ccc(OCC#CCN2CCCCCC2)cc1	-15	-4	-4	9	-3	4	1
c1cc2c(cc1N1CCCCC1)C1CC2CCN1 (stereo not given)	-2	-6	-1	3	-6	3	3
O=C(O)[C@H]1[C@H](CO)[C@H]2Cn3c(ccc(-c4ccc(F)cc4)c3=O)[C@@H]1N2CC1CCCCC1	2	-1	2	-34	0	1	/
N#Cc1cccc(-c2ccc([C@@H]3[C@@H](CO)N4CCCCN(C(=O)Cc5ccccc5)C[C@H]34)cc2)c1	0	-13	-4	/	4	/	/
CCN1C(=O)/C(=C/c2ccc3c(c2)CCN3CCCCl)C(=O)NC1=S	17	2	/	0	-33	-8	-6

In the list so far, eleven contain fluorine.
SMILES	Casp6 inh	LGR2 inh	SIRT5 block	Statin myotox sup	S100A4 inh HTS	esBAF inh	FN deposition inh
CCOC(=O)CNC(=O)N1Cc2cc(-c3cccc(F)c3)ccc2-n2nncc2C1	5	1	1	-14	-4	3	-4
N=C1c2ccccc2CN1c1ccc(F)c([N+](=O)[O-])c1	0	-14	4	/	3	/	12
O=C(O)c1[nH]c(=O)[nH]c(=O)c1F	0	2	-3	4	0	-3	8
CN(C(=O)Cc1ccc2c(c1)OCO2)C1CCCN(Cc2ccccc2F)C1 (stereo not given)	-3	9	6	-3	-2	-12	-2
O=NN(CCF)C(=O)NC1CCC(=O)NC1=O (stereo not given)	23	-19	/	/	-2	/	3
COC(=O)C1=C(c2ccccc2OCc2ccccc2)C[C@@H]2CC[C@H]1N2C(=O)NCc1ccc(F)cc1	-1	28	-4	-32	1	-3	-5
O=C(c1cc(F)ccc1F)C1CCCN(Cc2cccc(Cl)c2)C1 (stereo not given)	4	16	-1	/	-1	/	9
COC(=O)C1=C(c2ccc(OC(F)(F)F)cc2)C[C@@H]2CC[C@H]1N2C(=O)NCCO	0	-3	/	-12	-1	-11	0
CC(C)CN1Cc2cc(-c3cccc(F)c3)ccc2-n2nncc2C1	-1	-13	-1	1	0	-2	-3
O=c1[nH]c(O)c(N=Nc2ccc(SC(F)F)cc2)c(=O)[nH]1	1	-25	-6	/	-3	/	15
O=C(O)[C@H]1[C@H](CO)[C@H]2Cn3c(ccc(-c4ccc(F)cc4)c3=O)[C@@H]1N2CC1CCCCC1	2	-1	2	-34	0	1	/
